# Screening results: PubChem BioAssay, National Center for Advancing Translational Sciences (NCATS)
# aGal spleen mod = alpha-galactosidase A (human) modulation; human spleen homogenate, 4MU-alpha-Gal fluorescence, 40 min; P06280; Potency, µM (doses to about 80 µM), inactives show at the highest dose activity change, negative = inhibition, most hits filed as inhibitors; 240,000 tested, 0.008% active;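 note: 0% = enzyme with vehicle and -100% = no enzyme basal signal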
# Target sequence (P06280 32-429 limits assumed): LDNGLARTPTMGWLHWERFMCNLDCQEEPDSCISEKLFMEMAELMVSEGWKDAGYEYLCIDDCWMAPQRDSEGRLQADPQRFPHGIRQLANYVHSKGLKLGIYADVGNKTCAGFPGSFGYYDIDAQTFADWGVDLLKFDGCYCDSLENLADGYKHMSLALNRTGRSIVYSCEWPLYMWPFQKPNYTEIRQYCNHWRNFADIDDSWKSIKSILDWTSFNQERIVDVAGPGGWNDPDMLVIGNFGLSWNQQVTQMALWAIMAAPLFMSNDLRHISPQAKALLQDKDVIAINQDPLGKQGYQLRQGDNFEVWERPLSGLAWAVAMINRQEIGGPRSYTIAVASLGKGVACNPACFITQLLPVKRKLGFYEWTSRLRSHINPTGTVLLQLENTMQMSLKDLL
#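 Spleen homogenate 1 ug + cpd (titration) + 4-MU-alpha-D-galactopyranoside 1 mM; 37C 40 min; 50 mM citrate/phosphate pH 5.0, 0.01% Tween-20; stop pH 10; fluorescence 365/440; AC50 via Hill.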
# GAA glycogen mod = alters human alpha-glucosidase cleavage of glycogen; AID 2100; Potency, µM (titrated, usually from 76.4 µM), for inactives: at the top dose activity change, negative = inhibition, most hits filed as inhibitors; 300,000 tested, 0.38% active; recombinant GAA, glycogen substrate, Amplex Red glucose oxidase fluorescence; P10253;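 note: 0% = full enzyme reaction and -100% = no-enzyme basal signal; the screen sought inhibitors and activators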
#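 Recombinant enzyme (4 nM final) with compounds titrated up to 77 uM and bovine liver glycogen (30 ug) in citrate pH 5.0, 0.01% Tween-20, 37 C 40 min. Released glucose detected by Amplex Red/glucose oxidase (Ex 573/Em 610); AC50 from Hill fits.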
# Tau fluor counter = counter-screen for tau fibril formation inhibitors | tau K18 P301L Alexa594 fluorescence, heparin fibrillization | Potency, µM (top dose mostly 57.7 µM), inactives show top-dose activity change, negative = decrease | 280,000 tested, 0.93% active; note: % is set by controls: 0 for no effect and ±100 for the full control effect; nearly all actives have a fitted effect of over 55% in size
#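 Human K18 P301L tau (15 uM unlabeled plus 0.24 uM Alexa 594-labeled, final) in 100 mM sodium acetate pH 7 was mixed with compound and 20 uM heparin and incubated 6 hr at 37 C.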
# Tau FP inhib = blocks human tau fibril formation measured by polarization; 280,000 tested, 0.39% active; K18 P301L tau heparin fibrillization, Alexa594 FP, 6 h; Potency, µM (highest dose often 57.7 µM), without a hit: top-dose activity, negative = inhibition, usual class: inhibitors; note: % is set by controls: 0 for no effect and ±100 for the full control effect; nearly all actives have a fitted effect of over 55% in size
# Target sequence (P10636 561-689 P618L limits assumed): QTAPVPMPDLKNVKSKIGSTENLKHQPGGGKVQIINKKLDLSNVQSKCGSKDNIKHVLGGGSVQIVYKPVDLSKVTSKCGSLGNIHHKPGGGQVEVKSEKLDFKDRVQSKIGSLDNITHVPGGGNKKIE
#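 Read-out: fluorescence polarization of Alexa 594-labeled tau (0.24 uM), 555 nm excitation, 632 nm emission. Mixtures held 15 uM unlabeled K18 P301L, compound and 20 uM heparin, pH 7 acetate buffer, incubated 6 hr at 37 C.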
# Tau ThT inhib = tau fibrillization inhibition (ThT binding); recombinant tau K18 P301L (four-repeat tau fragment), heparin-induced fibrillization, ThT fluorescence; AID 1460; 270,000 tested, 2.1% active; P10636; Potency, µM (top dose mostly 57.4 µM), without a hit: top-dose activity, negative = inhibition, actives largely listed as inhibitors; note: % is set by controls: 0 for no effect and ±100 for the full control effect; nearly all actives have a fitted effect of over 55% in size
#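 Recombinant human tau K18 fragment […] carrying P301L, 15 uM unlabeled plus 0.24 uM Alexa 594-labeled, was fibrillized with 20 uM heparin in 100 mM sodium acetate pH 7 for 6 hr at 37 C; 30 uM ThT fluorescence read after 1 hr.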
# HTT cytoprotect = Huntington cell model cytoprotection by ATP luminescence. PC12 HTT-Q103 induced, cytoprotection, ATP luminescence, 40 h. Potency, µM (titrated, usually from 56.4 µM), for the others: cytoprotection (ATP increase), hits mostly activators. 230,000 tested, 0.14% active. AID 1471;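 note: % of control where 0% means no effect; nearly all actives have a fitted effect of over 45% in size; toxic huntingtin expression switched on by the ecdysone agonist tebufenozide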
#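 PC12 cells stably carrying ecdysone-inducible Htt exon 1 (Q103)–GFP were induced with 100 nM tebufenozide (final) alongside library compounds in a dose series. Cytoprotection was scored as retained ATP by ATPlite luminescence.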
# GAA inhib = blocks human lysosomal alpha-glucosidase; purified human GAA, 4-MU-alpha-glucoside fluorescence; Potency, µM (doses to about 76.9 µM), for inactives: at the highest dose activity change, negative = inhibition, actives largely listed as inhibitors; 200,000 tested, 0.005% active;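 note: plate controls were uninhibited enzyme wells for no effect and no-enzyme background for full effect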
#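 Fluorogenic assay: 4 nM human alpha-glucosidase with 400 uM 4-methylumbelliferyl-alpha-D-pyranoside in 50 mM citrate/phosphate, 0.005% Tween-20, pH 5.0, 20 min at room temperature. Compounds tested up to 77 uM; AC50 from Hill fits.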
# aGlu spleen mod = inhibits or activates alpha-glucosidase in human spleen homogenate; 240,000 tested, 0.006% active; Potency, µM (titrated, usually from 79.9 µM), without a hit: at the highest dose activity change, negative = inhibition, usual class: inhibitors; human spleen homogenate, 4-MU-alpha-glucoside fluorescence;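 note: 0% = enzyme with vehicle and -100% = no enzyme basal signal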
#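 Human spleen homogenate (1 ug) incubated with compounds and 1 mM 4-methylumbelliferyl-alpha-D-glucopyranoside in pH 5.0 citrate/phosphate buffer, 37 C, 40 min. Stopped at pH 10; 4-MU fluorescence (Ex 365/Em 440 nm); AC50 by Hill fit.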
# Numbers without * were called inactive; ? = inconclusive; . = not tested or not shown; & = joins results of further samples; [ ] = dose if it differs, or a comment. Calls come from the whole dose curve; as a rule, active = well fitted curve in the direction sought with a large enough effect; inconclusive = small, poorly fitted or top-dose-only effect, or another doubt; inactive = no such curve, though single readings can be large; an effect the other way counts as inactive or inconclusive. Potency is the fitted concentration of half-maximal effect.
1. CC(CNC(=O)c1cc(Cl)ccc1[N+](=O)[O-])NC(=O)c1cc(Cl)ccc1[N+](=O)[O-] (stereo not drawn)
2. COc1ccc(NC(=O)c2c(C)oc3c2CCCC3)cc1
3. Cc1ccc(OCCN(C)C(=O)CC2C(=O)NCCN2CC(C)(C)C)cc1 (stereo not drawn)
4. N/N=C1\CCCc2nonc21
5. CC(=O)OC[C@H]1O[C@@H](CCO/N=C2/[C@H]3O[C@@H]3[C@@H](O)[C@H]3[C@H]2CCn2c(=O)n(-c4ccccc4)c(=O)n23)C=C[C@@H]1OC(C)=O
6. COc1ccccc1CNc1nc(S(=O)(=O)c2ccccc2)c(Cl)s1
7. O=C(NC1CCCCC1)N1CCCC(c2nc(-c3cccs3)no2)C1 (stereo not drawn)
8. COc1cc2c(cc1OC)CN(CC(=O)Nc1ccc(Cl)c(S(=O)(=O)N(C)C)c1)CC2
9. COc1cccc(C2C3=C(Nc4[nH]n(-c5ccccc5)c(=O)c42)c2ccccc2C3=O)c1 (stereo not drawn)
10. Cc1cccc(CSc2nc3ccncc3n2CC(=O)N(C)C2CCCCC2)c1
screen / no. | 1 | 2 | 3 | 4 | 5 | 6 | 7 | 8 | 9 | 10
aGal spleen mod | -2% | 1% | 10% | -1% | -2%[17.5 µM] | -3% | 5% | -5% | -1% | .
GAA glycogen mod | 3% | -4% | -4% | -6% | . | 4% | 9% | ? | 2% | 9%[76.3 µM]
Tau fluor counter | -1% | -8% | -10% | -4% | -3%[11.6 µM] | ? | -10% | -20% | ? | -4%
Tau FP inhib | 2% | 1% | -7% | ? | -7%[11.6 µM] | -18% | 0% | -6% | 0% | -3%
Tau ThT inhib | -6% | ? | -24% | -8% | -9%[11.5 µM] | -11% | -11% | 0% | 5µM* | 1%
HTT cytoprotect | -32% | -1% | -1%[10 µM] | 24%[10 µM] | 0%[10 µM] | -8%[1.9 µM] | -3% | -6%[10 µM] | -10%[10 µM] | .
GAA inhib | 0% | 3% | -1% | 7% | . | -8% | 3% | -1% | -7% | .
aGlu spleen mod | -10% | 0% | -1% | -5% | -5%[17.4 µM] | -9% | 2% | -1% | -6% | .

11. CCc1cccc(NC(=O)CN(C)S(=O)(=O)c2ccc3[nH]c4c(c3c2)CCCC4)c1
12. COCCC1CCCCN1Cc1cn(-c2ccccc2)nc1-c1ccc2c(c1)OCO2 (stereo not drawn)
13. CCOC(=O)C1CCCN(Cc2nc(Cc3cccc(F)c3)no2)C1 (stereo not drawn)
14. COc1ccc2c(c1)C(=O)/C(=C/C=C/c1ccccc1)CC2
15. Cc1cccc(C)c1NC(=O)CCCSc1nnc(-c2ccco2)o1
16. Cc1c(/C=N/NC(=O)c2ccc(O)cc2)c2ccccn2c1C(=O)c1ccc(F)cc1
17. COc1ccc(NC(=S)NCCCN2CCCC2)cc1Cl
18. CCOC(=O)c1c(-c2ccccc2Cl)cn2ccccc12
19. Cc1cc(C)cc(NC(=O)C2(c3ccccc3)CC2(Cl)Cl)c1 (stereo not drawn)
20. O=C(NCCCN1CCN(c2cccc(Cl)c2)CC1)Nc1ccccc1C(F)(F)F
screen / no. | 11 | 12 | 13 | 14 | 15 | 16 | 17 | 18 | 19 | 20
aGal spleen mod | . | 0% | -9% | 3% | -1% | 11% | -4% | 10% | -2% | .
GAA glycogen mod | 4%[76.3 µM] | -1% | -3% | -7% | 1% | 3% | 2% | 1% | -5% | -6%[76.3 µM]
Tau fluor counter | ? | -9% | -12% | 11% | 0% | 16µM*[quencher] | -17% | ? | -25% | ?
Tau FP inhib | 6% | 6% | 2% | 6% | 7% | ? | 9% | -8% | -8% | 0%
Tau ThT inhib | ? | -9% | -11% | 18% | -5% | ? | -9% | ? | -8% | ?
HTT cytoprotect | . | -1%[10 µM] | -3% | -49%[inhibitor][10 µM] | 1% | 5%[10 µM] | -7% | 4%[10 µM] | -57%[inhibitor] | .
GAA inhib | . | -16% | -11%[15.4 µM] | 5% | -5% | -7% | -13% | -6% | -3% | .
aGlu spleen mod | . | -2% | -3% | 3% | 3% | -3% | -2% | -11% | -3% | .

# An excerpt of these results, as tab-separated lines.
no.	Molecule	aGal spleen mod	GAA glycogen mod	Tau fluor counter	Tau FP inhib	Tau ThT inhib	HTT cytoprotect	GAA inhib	aGlu spleen mod
2	COc1ccc(NC(=O)c2c(C)oc3c2CCCC3)cc1	1%	-4%	-8%	1%	?	-1%	3%	0%
14	COc1ccc2c(c1)C(=O)/C(=C/C=C/c1ccccc1)CC2	3%	-7%	11%	6%	18%	-49%[inhibitor][10 µM]	5%	3%
4	N/N=C1\CCCc2nonc21	-1%	-6%	-4%	?	-8%	24%[10 µM]	7%	-5%
6	COc1ccccc1CNc1nc(S(=O)(=O)c2ccccc2)c(Cl)s1	-3%	4%	?	-18%	-11%	-8%[1.9 µM]	-8%	-9%

# Continued:
21. CCOC(=O)C1=CC2(CC)CCCN3CCc4c(n1c1ccccc41)C32 (stereo not drawn)
22. Cc1ccc(S(=O)(=O)CC(N)=O)cc1
23. Cc1cc(C)cc(NC(=O)c2ncn(-c3ccccc3)n2)c1
24. COC(=O)c1cc2occc2n1Cc1cccc(C)c1
25. O=S(=O)(Nc1nc2ccccc2[nH]1)c1ccccc1
26. Cc1cc2ccccn2c1C(=O)c1ccc(S(=O)(=O)N(C)C)cc1
27. COc1ccccc1C/C(N)=N/OC(=O)COc1ccc(C)cc1
28. O=C(O)COc1ccc(Br)cc1CP(=O)(c1ccccc1)c1ccccc1
29. Cc1ccc(N=Nc2c(O)c3ccccc3[nH]c2=O)c(S(=O)(=O)N(C)C)c1
30. COc1ccc(CCNC(=O)CCCNC(=O)Cn2cnc3sc(C)c(C)c3c2=O)cc1OC
screen / no. | 21 | 22 | 23 | 24 | 25 | 26 | 27 | 28 | 29 | 30
aGal spleen mod | 5%&-3% | -7% | . | 2% | 8% | -12% | 1% | -1% | 4% | -4%
GAA glycogen mod | . | 5% | 15%[76.3 µM] | 5% | 3% | 0% | -1% | 5% | 3% | -6%
Tau fluor counter | -10% | -2% | -12% | -17%&-26% | -8% | -17% | -12% | -14% | -14% | 4%
Tau FP inhib | -9% | 2% | -2% | -9%&-21% | 1% | 1% | 1% | -3% | 9% | 3%
Tau ThT inhib | -12% | 6% | ? | ? | -8% | -20% | ? | -13% | ? | 4%
HTT cytoprotect | 12%&-25% | 11% | . | -11% | 19%[10 µM] | -24% | 10% | 5%[10 µM] | -13%&2%[10 µM] | -40%[inhibitor]
GAA inhib | . | -4% | . | -2% | -2% | -1% | 6% | . | -6% | -14%
aGlu spleen mod | -1%&-6% | -2% | . | -7% | 6% | -4% | -13% | 5% | -4% | 1%

31. Cc1ccc(NC2c3ncccc3C(=O)N2Cc2cccs2)cc1 (stereo not drawn)
32. Cc1ccc(C(=O)Nc2cccc(C(F)(F)F)c2)cc1NC(=O)c1nccnc1N
33. Cc1cccc(C)c1NC(=O)COc1ccc2c(C)c(Cc3ccccc3)c(=O)oc2c1C
34. COc1ccc(Oc2c(Cl)cnn(-c3ccc(C)cc3)c2=O)cc1
35. CCC(Oc1cc(Cl)ccc1Cl)C(=O)NN1C(=O)C2C3CCC(C3=C(C)C)C2C1=O (stereo not drawn)
36. Cc1nn2c(=S)[nH]nc2[nH]c1=O
37. CCOC(=O)c1ccc(NC(=O)c2nc[nH]c2C(=O)NC2CCN(C(=O)OC(C)(C)C)CC2)cc1
38. CCOCCCn1c(=S)[nH]c2cc(C(=O)N3CCC(C(N)=O)(N4CCCCC4)CC3)ccc2c1=O
39. O=C(CCn1c(=S)oc2ccccc21)N1CCN(c2ccc(F)cc2)CC1
40. COc1cccc(-c2nnc(SCCC(=O)O)n2C)c1
screen / no. | 31 | 32 | 33 | 34 | 35 | 36 | 37 | 38 | 39 | 40
aGal spleen mod | -3% | 1% | -13% | 0% | -2% | 0% | 2% | 9% | 7% | -2%
GAA glycogen mod | 1% | 7% | -1% | 3% | 3% | -11% | 5% | -1% | -2% | .
Tau fluor counter | -1% | -11% | -10% | -9% | -25% | -8% | ? | -8% | -18% | -1%
Tau FP inhib | 8% | ? | 0% | 5% | -5% | -8% | -18% | -8% | -1% | 5%
Tau ThT inhib | 2% | 1% | -9% | -10% | -4% | -12% | -17% | -1% | . | -1%
HTT cytoprotect | -25% | -8%[10 µM] | -12%[10 µM] | 9%[10 µM] | 8% | -31%[inhibitor] | -3%[10 µM] | -72%[inhibitor] | 29%[10 µM] | 16%[10 µM]
GAA inhib | -2% | . | 2% | 7% | 8% | -1% | . | -2% | . | -7%
aGlu spleen mod | 2% | 11% | -10% | -8% | -14% | 3% | -1% | 7% | -23% | 2%

41. O=C(Nc1ccc(N2CCCCCC2)cc1)c1ccccc1Cl
42. O=C(Nc1ccc(F)cc1)c1ccc2c(c1)NC(=O)c1ccccc1S2
43. O=C(N/N=C1\CC(c2ccccc2)Oc2ccccc21)c1ccccn1 (stereo not drawn)
44. COc1ccc(-c2csc(Nc3cccnc3)n2)cc1
45. Cc1[nH]nc2c1C1(CCN(C(=O)OCc3ccccc3)CC1)C(C#N)=C(N)O2
46. CC1CN(Cc2c(O)ccc3c(=O)c(-c4ccccc4)coc23)CC(C)O1 (stereo not drawn)
47. CCCCCNC(=O)CSC1=N/C(=C\c2ccc(Cl)c(Cl)c2)C(=O)N1CC
screen / no. | 41 | 42 | 43 | 44 | 45 | 46 | 47
aGal spleen mod | 1% | . | 3% | -6% | -4% | -6% | -12%
GAA glycogen mod | -23% | -12%[76.3 µM] | -6% | -19% | ? | -6% | 11%
Tau fluor counter | ? | -28% | 6% | ? | 2% | 5%[2.34 µM] | -4%
Tau FP inhib | 11% | ? | -3% | ? | 2% | -5% | -4%
Tau ThT inhib | ? | 9% | 2% | ? | -7% | 4% | -1%
HTT cytoprotect | -27%[10 µM] | . | -4%[10 µM] | -40%[inhibitor] | 11%[10 µM] | -28%[10 µM] | 5%
GAA inhib | -13% | . | 3% | -10% | -2% | ? | -10%
aGlu spleen mod | -7% | . | 4% | -4% | -21% | 3% | -6%
